Screens deposited in PubChem BioAssay by Sanford-Burnham Center for Chemical Genomics.
APJ ag = agonists of human apelin receptor APJ, primary screen, CHO-K1 cells, PathHunter beta-arrestin, luminescence; P35414; 0% DMSO wells, 100% apelin; activation, % at 20 µM; actives 0.11% (n = 330,000); AID 2520, 2010;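 active means activation more than six SD over the plate average, tested at 20 µM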;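 further: 0% = DMSO alone and 100% = apelin-13 at 10 nM; some results filed as inactive read as strong as hits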
Target sequence (P35414 whole entry, looked up): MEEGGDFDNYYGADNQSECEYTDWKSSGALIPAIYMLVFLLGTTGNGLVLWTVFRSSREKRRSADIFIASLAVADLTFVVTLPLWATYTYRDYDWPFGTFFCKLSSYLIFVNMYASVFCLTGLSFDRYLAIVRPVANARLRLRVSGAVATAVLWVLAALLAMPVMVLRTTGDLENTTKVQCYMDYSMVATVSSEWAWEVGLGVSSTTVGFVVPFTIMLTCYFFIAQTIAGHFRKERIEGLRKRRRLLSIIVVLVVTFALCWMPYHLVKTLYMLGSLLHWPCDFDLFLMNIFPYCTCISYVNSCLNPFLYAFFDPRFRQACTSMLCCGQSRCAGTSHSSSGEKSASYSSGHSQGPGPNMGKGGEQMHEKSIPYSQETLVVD
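assay system = CHO-K1 APJ beta-arrestin complementation cell line | input = cell density 1000 per well | dosing = compound 20 µM once, DMSO 1% | timing = compound 90 min 25 °C, reagent 1 h | measured by = luminescence from split beta-galactosidase complementation, Galacton Star/Emerald II substrate | read-out basis = APJ agonist activity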
NLRP3 yeast inh = NALP3 inflammasome inhibitors in reconstituted yeast, primary screen, luminescence, uHTS; Yeast reconstituted NLRP3/ASC/caspase-1, beta-gal luminescence, 24 h; inhibition, % at 10 µM; actives 0.39% (n = 330,000);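 active means inhibition of 50% or more; inactive means inhibition below 50%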;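 further: plate controls were induced DMSO wells for no effect and uninduced yeast grown without galactose for full effect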
MPTP inh = mitochondrial permeability transition pore inhibitors, primary screen, biochemical, isolated mouse mitochondria, absorbance; Ca2+ swelling absorbance, 30 min; inhibition, % at 10 µM; actives 1.4% (n = 360,000);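 active means inhibition of 50% or more, scaled per plate between neutral and stimulator controls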;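 further: 0% = DMSO wells given calcium and 100% = 1 mM EGTA wells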
NR3A LBD binder = binders of NR3A ligand-binding domain, primary screen, biophysical, differential scanning fluorimetry, uHTS; Glutamate receptor ionotropic, NMDA 3A (GRIN3A) ligand-binding domain; NR3A LBD differential scanning fluorimetry, Tm shift; 0% = protein alone, 100% = glycine-bound protein; Tm shift relative to glycine control, % at 25 µM; actives 2.5% (n = 340,000); AID 1259313, 2017;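 active means melting temperature shift of at least 10% of the positive control shift, at one fixed dose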
tim23-1 inh = growth inhibitors of tim23-1 mutant yeast, primary screen, luminescence, uHTS | S. cerevisiae tim23-1 growth, BacTiter-Glo luminescence, 24 h | inhibition, % at 20 µM | actives 1.3% (n = 330,000) | AID 463212, 2010;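 active means growth inhibition of the mutant yeast at or above 50%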;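 further: temperature-sensitive mutant grown at 25 °C; plate controls were DMSO-treated mutant yeast for no effect and medium wells lacking yeast for full effect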
tim10-1 inh = growth inhibitors of tim10-1 mutant yeast, primary screen, luminescence, uHTS. S. cerevisiae tim10-1 ts strain growth, BacTiter-Glo, 24 h. inhibition, % at 20 µM. actives 2.2% (n = 330,000). AID 463190, 2010;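 active means inhibition of at least 40%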;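 further: mutant grown at 25 °C; 0% = DMSO wells with yeast and 100% = wells holding no yeast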
beta cell repl = inducers of MIN6 beta-cell proliferation, primary screen, ATP luminescence, uHTS | MIN6 cells proliferation, ATPlite luminescence, 48 h; cells starved in 0.2% serum; 100% = growth in 10% serum | actives 0.29% (n = 330,000) | proliferation, % at 10 µM;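 active means compounds whose signal lies at least 3.5 SD above the mean of all wells on their plate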;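 further: 0% = DMSO-treated cells in low-serum medium and 100% = 10% serum control; some compounds called inactive have numbers as strong as hits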
APJ antag = antagonists of human apelin receptor APJ, primary screen, CHO-K1 cells, beta-arrestin complementation, luminescence; P35414; inhibition, % at 20 µM; actives 0.32% (n = 330,000); AID 2521, 2010;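 active means inhibition above about 40% at 20 µM, limit read from the data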;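 further: cells challenged with 10 nM apelin-13 agonist together with compound; plate controls were apelin-13 plus DMSO wells for no effect and DMSO wells lacking apelin-13 for full effect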
TIM10 inh = growth inhibitors of isogenic TIM10 control yeast, primary screen, counter-screen for tim10-1 yeast inhibitor project, luminescence, uHTS; AID 463195, 2010; S. cerevisiae TIM10 strain growth, BacTiter-Glo luminescence, 24 h; inhibition, % at 10 µM; actives 1.4% (n = 330,000);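 active means inhibition of 40% or more at the single tested concentration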;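 further: wild-type TIM10 isogenic control strain grown at permissive 25 °C; 0% = DMSO yeast wells and 100% = minimal medium wells without yeast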
Starred values were filed as active, the others as inactive; . = no result given.

SMILES	APJ ag	NLRP3 yeast inh	MPTP inh	NR3A LBD binder	tim23-1 inh	tim10-1 inh	beta cell repl	APJ antag	TIM10 inh
CCCc1ccc(/C=C2\C(=O)c3ccccc3C(O)=C2C(=O)OCC)cc1	4	4	.	.	52*	66*	-6	-19	45*
COc1ccc(NS(=O)(=O)c2ccc(NC(=O)c3ccc(N(C)S(C)(=O)=O)cc3)cc2)cc1	2	3	21	0	10	5	0	13	-3
O=C(/C=C/c1cccc([N+](=O)[O-])c1)N(c1ccccn1)c1ccccn1	-2	14	0.1	-1	6	14	3	10	10
O=C(OCC(=O)c1ccccc1Br)c1ccncc1	-3	-7	2.5	1	13	14	-4	15	0
O=C(NC(=S)NCCc1ccc(Cl)cc1)c1ccco1	-1	30	-0.3	-27	30	48*	-1	4	35
Cc1ccc(S(=O)(=O)N2CCCCC2)cc1NC(=S)NC(=O)c1ccco1	-7	-19	3.7	0	25	23	-1	18	30
Cc1noc(C)c1S(=O)(=O)N1CCCC(C(=O)Nc2nccs2)C1 (stereo not drawn)	-3	8	-0.9	-3	5	10	-4	-74	8
O=C(Nc1cccc(C(F)(F)F)c1)N1CCN(C(=O)Nc2cccc(C(F)(F)F)c2)CC1	-4	-1	64*	-1	-4	-3	1	14	7
O=c1c2ccccc2nc2n1CCc1c-2[nH]c2ccccc12	-1	28	0.4	-1	-2	20	-3	-4	-2
COCCn1c(=NC(=O)CCS(=O)(=O)c2ccccc2)sc2cc(C)ccc21	0	13	-0.7	-2	25	16	-5	-7	6
O=C(NNC(=S)NC(=O)c1ccccc1)c1cccc([N+](=O)[O-])c1	-4	14	1.3	-3	18	-2	-3	14	22
CCOC(=O)[C@H]1[C@H]2COc3ccc(Cl)cc3[C@@H]2N2C(=O)CN(Cc3ccc(F)cc3)C(=O)[C@@]12C	-4	-1	-2.7	1	36	18	-2	-5	8
c1cncc(-c2csc(NCc3ccco3)n2)c1	-1	13	-0.1	1	20	15	-3	2	-7
O=C(COC(=O)c1cccc([N+](=O)[O-])c1)NNC(=O)c1cccs1	-4	-3	-0.8	2	-3	-13	0	-8	-2
O=C(O)CCN1C(=O)/C(=C\c2ccc(-c3nc4ccccc4s3)o2)SC1=S	-2	23	89*	7	21	34	-5	3	29
Cc1ccc(Cn2ccc(NC(=O)c3cc(-c4ccc(Cl)cc4)on3)n2)cc1	-1	19	-0.8	1	-17	18	-1	6	-29
Cc1ccc2c(c1)N(CC(=O)NCc1ccco1)C(=O)C(C(C)C)O2 (stereo not drawn)	-8	-3	1.5	1	-8	14	-2	8	10
O=C1/C(=C\c2ccco2)SC(=S)N1c1ccc(O)cc1	2	81*	-7.4	-3	43	6	-2	-6	17
CCOc1ccc(NS(=O)(=O)c2ccc3[nH]c(=O)c(=O)[nH]c3c2)cc1	4	10	-1.3	-4	23	24	0	-5	0
Cc1ccccc1OCc1nnc(SCC(=O)O)n1-c1cccc(Cl)c1	2	5	0.9	1	8	1	-3	-10	-6
CCOC(=O)CSC1=NC(=O)CS1	-5	7	-0.6	-1	35	25	3	26	9
COC(=O)CCCC(=O)Nc1ccc(Cl)c(Cl)c1	-2	26	1.7	3	0	7	-4	-6	4
O=C(CCCN1C(=O)/C(=C/c2ccccc2)SC1=S)Nc1cccc(O)c1	0	12	9.5	12*	50*	38	0	14	33
CCN1CCN(C(=S)Nc2sc(C)c(-c3ccccc3)c2C(=O)OC)CC1	-5	22	0.3	2	41	25	-7	0	11
CCN1C(=O)C2(C(C#N)=C(N)Oc3n[nH]c(C(C)C)c32)c2ccccc21 (stereo not drawn)	-1	-1	0.9	2	11	11	1	-14	12
Nc1nc(CSc2nc3ccccc3s2)nc(N2CCOCC2)n1	-3	32	1.3	-2	3	-15	1	2	-7
Cc1cc(C)n(-c2nc3ccccc3[nH]c2=O)n1	2	15	0.5	-2	1	-11	-1	-5	-23
O=[N+]([O-])c1cnccc1NC1CCCCC1	3	3	0.3	0	15	-6	0	-9	-59
CCOC(=O)C1CCCCN1Cc1cccc(Oc2ccccc2)c1 (stereo not drawn)	-5	28	0.5	1	16	1	1	29	-14
COc1ccc(NC(=O)C2CCN(S(=O)(=O)c3c(C)noc3C)CC2)cc1OC	6	15	0.2	-1	-8	-18	-3	2	3
CCOC(=O)C1(S(=O)(=O)c2ccccc2)CCN(Cc2ccc(Cl)cc2)CC1	0	14	6.2	4	43	48*	-4	2	24
CC(C)N1CCN(Cc2cn[nH]c2C2CCCCC2)CC1CCO (stereo not drawn)	-3	7	1.2	0	9	15	-1	13	-2
CCN(CC(=O)N1CCOCC1)S(=O)(=O)c1ccc2ccccc2c1	-2	15	-1.5	-1	-4	-12	1	11	-11
CO/N=C/NC(=O)c1c(OC)ccnc1Oc1ccc(Cl)cc1	-4	9	0.1	0	11	17	-2	12	8
Cn1c(=O)c2c([nH]c(=S)n2Cc2ccc(Cl)cc2)n(C)c1=O	2	21	-1.4	2	-18	-10	3	8	-9
COc1ccc(NC(=O)c2cc(C)cc(C)c2)cc1[N+](=O)[O-]	-2	31	-1.5	-10	16	3	0	12	14
COc1ccc(Cl)cc1/C=C/c1ccc2cccc(O)c2n1	-7	26	1.6	-1	12	13	-5	39	12
N#C/C(C(=O)c1ccccc1)=C1/CCCN1	-3	11	1.1	0	-11	0	0	5	-2
Cc1ccc(C(=O)NNC(=O)C2CCN(c3nc(C)cc(C)n3)CC2)cc1	-3	5	-0.1	.	-6	-20	1	-4	-18
CC(=O)c1c(C)[nH]c(C(=O)COC(=O)c2cc(C)oc2C)c1C	-2	8	1.7	0	31	19	-1	3	20
O=C(NC1CCCC1)C(c1ccccn1)N(Cc1ccccc1F)C(=O)c1csnn1 (stereo not drawn)	2	5	-0.4	-2	10	24	4	-15	-3
CCCc1nc2oc3c(NCCN(C)C)ncnc3c2c2c1CCCC2	-3	4	-4.8	-1	-7	16	-6	24	9
Cn1c(COc2ccccc2)nnc1SCC(=O)NCc1ccccc1	-2	14	0.9	-1	4	21	-2	-5	16
Cc1ccccc1CN(c1ccc(C(=O)N2CCN(C)CC2)cc1)S(C)(=O)=O	-2	6	3.8	0	-7	6	1	1	-11
Cc1nc2ccccc2c(=O)n1/N=C/c1c(O)ccc2ccccc12	-2	18	-0.6	-6	8	8	0	-8	2
Nc1cccc(-n2nnnc2CN2CCOCC2)c1	4	11	-1.2	-1	8	22	-2	-5	-15
NC(=O)C1CCN(c2ncnc3c(-c4ccccc4)nsc23)CC1	9	23	1.0	2	29	23	-4	-5	24
NNC(=O)COc1ccc(-c2n[nH]c(C(F)(F)F)c2-c2ccc(Br)cc2)c(O)c1	0	12	-1.3	6	9	12	0	-28	-2
Cc1nccn1CC(O)Cn1c2ccccc2c2ccccc21 (stereo not drawn)	3	7	-4.7	-1	-7	6	5	4	8
COc1ccc(S(=O)(=O)N2CCCCC2)cc1NC(=O)COc1ccccc1	-7	-51	1.4	0	2	8	1	15	4
Cc1cc(C)nc(NC(=O)c2cccc(Cl)c2)n1	-3	10	0.7	0	13	25	0	15	-15
O=C1OCC(c2ccccc2)=C1c1ccccc1[N+](=O)[O-]	-1	28	3.6	-1	14	7	5	15	1
O=c1[nH]c2ccccc2c(=O)n1Cc1ccccc1	-1	7	1.0	2	-29	-1	-6	24	-1
CCOc1ccc(N=Nc2c(C)[nH]n(-c3ccccc3)c2=O)cc1	-6	20	3.3	1	5	-14	-2	26	-12
NC(=O)C1CCN(c2nc(-c3cccc(N)c3)cs2)CC1	0	3	-0.8	-1	21	9	-2	11	4
O=C(NCCc1ccccc1)c1noc2c1CCCCC2	-4	15	0.4	8	16	28	-3	8	3
COc1ccc(Nc2ncnc3ccccc23)c(OC)c1	-5	22	-0.6	0	8	0	-3	5	15
O=C(Cc1ccccc1)NCC(=O)OCc1ccccc1F	-6	1	-0.1	-1	12	4	-3	23	10
Cc1ccc(SCCC(=O)N/N=C/c2ccncc2)cc1	-3	10	-0.8	-1	9	25	-1	14	6
Cc1ccc2nc(NCCNC(=O)c3ccccc3)c(C#N)cc2c1	3	6	0.2	2	19	18	-2	-4	-8
Next part.
SMILES	APJ ag	NLRP3 yeast inh	MPTP inh	NR3A LBD binder	tim23-1 inh	tim10-1 inh	beta cell repl	APJ antag	TIM10 inh
COc1cccc(C(=O)O/N=C/c2ccc(Sc3ccc(C)cc3)nc2)c1	-1	17	-2.4	0	-1	-11	0	-11	-5
O=C(O)c1sccc1S(=O)(=O)c1ccccc1	0	-7	1.4	0	-10	-1	-2	9	-10
Cc1ccc(OCC(=O)OC(C)CN(C)Cc2ccccc2)cc1 (stereo not drawn)	-4	-5	-0.6	2	4	-14	-2	8	23
COc1ccc(OC)c(S(=O)(=O)Nc2ccc(CC(=O)O)cc2)c1	-2	12	-1.1	1	-5	6	-2	2	-11
CCOC(=O)c1cccc(NC(=O)Nc2ccc3c(c2)C(=O)OC3)c1	8	8	20	8	-2	-2	-2	-9	-5
C=CCN(C(=O)Nc1ccc2c(c1)nc(C)n2C)c1ccccc1	2	-7	1.2	3	3	-15	-2	-7	-8
COc1cccc(C(=O)Nc2nnc(-c3ccc(OC)cc3OC)s2)c1	-3	14	0.3	3	-1	-17	-2	3	12
CN1CCN(c2ccccc2NC(=O)Cc2ccc(Cl)cc2)CC1	-1	2	-1.0	-1	0	12	1	4	-3
COc1ccc(C2c3ccc(O)cc3Oc3ncn(Cc4ccco4)c(=N)c32)cc1OC (stereo not drawn)	-3	9	4.1	0	10	2	0	-15	15
COc1ccccc1C(C)NCC(=O)NCC(=O)Nc1ccc(F)c(F)c1F (stereo not drawn)	-3	6	-1.0	1	6	-4	-1	-2	5
CN(C)S(=O)(=O)c1ccc(N2CCCC2)c(C(=O)Nc2ccc(C(N)=O)cc2)c1	1	5	-1.6	2	5	-1	-1	15	-8
Cc1ccc(CNC(=O)c2ccccc2N(C)S(C)(=O)=O)cc1	-3	3	-1.7	-1	0	1	-2	14	12
COc1ccc(N(Cc2cc3cc(OC)ccc3[nH]c2=O)S(=O)(=O)c2ccc(NC(C)=O)cc2)cc1	6	16	-1.9	-14	-3	13	-2	-40	12
CCOC(=O)N/N=C/c1cn(CCCOc2ccccc2)c2ccccc12	-3	5	-1.6	0	16	7	-3	16	0
Cc1ccccc1N1CCN(C2CCCN(C(=O)CN3CCCC3=O)C2)CC1 (stereo not drawn)	-5	8	0.9	-1	-1	4	3	6	10

Whole records, looked up by structure:
Cc1ccccc1CN(c1ccc(C(=O)N2CCN(C)CC2)cc1)S(C)(=O)=O in the list: APJ ag: -2; NLRP3 yeast inh: 6; MPTP inh: 3.8; NR3A LBD binder: 0; tim23-1 inh: -7; tim10-1 inh: 6; beta cell repl: 1; APJ antag: 1; TIM10 inh: -11
O=C1/C(=C\c2ccco2)SC(=S)N1c1ccc(O)cc1 in the list: APJ ag: 2; NLRP3 yeast inh: 81*; MPTP inh: -7.4; NR3A LBD binder: -3; tim23-1 inh: 43; tim10-1 inh: 6; beta cell repl: -2; APJ antag: -6; TIM10 inh: 17
